# LmPK inh: LmPK (Leishmania mexicana) enzyme inhibition | Q27686 | Potency, µM (top dose mostly 57.5 µM), for inactives: top-dose activity change, negative = inhibition, actives largely listed as inhibitors | AID 1721 | hit rate 0.37% among 290,000 | purified LmPK, Kinase-Glo ATP luminescence, 1 h; also: potency is read from the fitted curve at half-maximal effect; % is scaled to controls: 0 for no effect and ±100 for the full control effect
# Target sequence (Q27686 whole entry, looked up): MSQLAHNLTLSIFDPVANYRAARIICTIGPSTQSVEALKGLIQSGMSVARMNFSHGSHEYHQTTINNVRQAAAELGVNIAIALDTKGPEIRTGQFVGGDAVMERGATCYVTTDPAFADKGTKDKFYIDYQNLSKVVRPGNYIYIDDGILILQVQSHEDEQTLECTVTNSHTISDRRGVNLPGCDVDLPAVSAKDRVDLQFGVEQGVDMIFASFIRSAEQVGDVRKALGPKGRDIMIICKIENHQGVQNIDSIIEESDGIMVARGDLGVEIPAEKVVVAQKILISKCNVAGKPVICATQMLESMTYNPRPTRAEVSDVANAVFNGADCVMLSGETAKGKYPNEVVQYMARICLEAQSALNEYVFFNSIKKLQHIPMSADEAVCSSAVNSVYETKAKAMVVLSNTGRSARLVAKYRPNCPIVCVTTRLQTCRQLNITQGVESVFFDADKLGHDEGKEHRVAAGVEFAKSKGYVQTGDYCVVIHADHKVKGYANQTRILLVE
#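 qHTS format; LmPK 0.1 nM; substrates PEP 0.5 mM and ADP 0.1 mM. One-hour room-temperature incubation, then coupled luciferase luminescence; 0.5 nM enzyme wells mark activation.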
# Pf growth 48h: P. falciparum growth inhibition at 48 hours (one generation); P. falciparum luciferase growth in erythrocytes, 48 h; Potency, µM (highest dose often 28.7 µM), for inactives: top-dose activity change, negative = inhibition, most hits filed as inhibitors; hit rate 5.9% among 310,000; also: potency is read from the fitted curve at half-maximal effect; % is scaled to controls: 0 for no effect and ±100 for the full control effect
#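 Growth was read as firefly luciferase luminescence after a 48 h, 37 C, 5% CO2 exposure of compounds to reporter-bearing P. falciparum cultures (0.1% parasitemia, 2% hematocrit final) in Albumax-supplemented RPMI 1640.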
# Pf growth 96h: inhibits malaria parasite growth, 96 h; P. falciparum luciferase reporter growth, 96 h; Potency, µM (highest dose often 28.7 µM), for the others: at the highest dose activity change, negative = inhibition, usual class: inhibitors; hit rate 6.9% among 320,000; AID 504834; also: potency is read from the fitted curve at half-maximal effect; % is scaled to controls: 0 for no effect and ±100 for the full control effect
#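 Two-generation exposure (96 h) targets delayed-death phenotype. Reporter parasites carrying integrated firefly luciferase, in red cells at 2% hematocrit and 0.05% parasitemia final, kept at 37 C, 5% CO2; luminescence loss indicates inhibition.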
# CHX counter: counter-screen hit for Shiga toxin inhibitors, cycloheximide | cell reporter, cycloheximide protein synthesis inhibition counterscreen | max response, % | hit rate 12% among 300,000 | AID 2314; in the data active = max response mostly above about 13%, no sharp cut-off; inactive = mostly below about 14%; also: read at 38.3 µM for the half of the compounds with a filed dose; 0% is about no effect
# AMA1-RON2 inh: disrupts binding of P. falciparum AMA1 to RON2 | AlphaScreen AMA1-biotinylated RON2 peptide binding | Potency, µM (titrated, usually from 58.2 µM), for the others: at the top dose activity change, negative = inhibition, hits mostly inhibitors | hit rate 0.2% among 360,000 | AID 720542;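 also: potency is read from the fitted curve at half-maximal effect; 0% = vehicle wells and -100% = peptide control; nearly all actives have a fitted effect of over 45% in size; some results filed as inactive show a strong effect at the top dose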
#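 AMA1 (3D7) with his tag at 25 nM final met compounds first, then biotinylated RON2 peptide at 25 nM; detection used donor plus acceptor beads, 10 µg/mL apiece, read by AlphaScreen after 30 min at room temperature.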
# Tb PYK inh: blocks Trypanosoma brucei pyruvate kinase. TbPYK enzyme, Kinase-Glo Plus ATP luminescence, 45 min. Potency, µM (top dose mostly 76.8 µM), for the others: at the top dose activity, negative = inhibition, most hits filed as inhibitors. hit rate 0.12% among 410,000. AID 624173; also: potency is read from the fitted curve at half-maximal effect; % is scaled to controls: 0 for no effect and ±100 for the full control effect; nearly all actives have a fitted effect of over 50% in size
#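 Quantitative HTS: titrated library compounds versus trypanosomal pyruvate kinase in TEA buffer (pH 7.2) containing KCl, MgCl2, BSA and Tween-20. Reactions were initiated with ADP, 130 uM final. Kinase-Glo Plus luminescence was read after 45 min at RT.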
# Shiga inhibitor: blocks Shiga toxin action in Vero cells; Vero cells, Shiga toxin protein synthesis inhibition reporter; inhibition, % at 38.7 µM; hit rate 9.2% among 290,000; in the data active = inhibition mostly above about 28%, no sharp cut-off; inactive = mostly below about 43%; also: 0% is about no effect
# Active calls of the source: *; u = inconclusive; x = not tested or not shown; [ ] = another dose, or the depositor's remark. Unless noted, calls follow the shape of the dose curve; as a rule, active = well fitted curve in the direction sought with a large enough effect; inconclusive = small, poorly fitted or top-dose-only effect, or another doubt; inactive = no such curve, though single readings can be large; an effect the other way counts as inactive or inconclusive. Rows were taken by chance, and some 21% of all compounds hit somewhere here.
SMILES,LmPK inh,Pf growth 48h,Pf growth 96h,CHX counter,AMA1-RON2 inh,Tb PYK inh,Shiga inhibitor
CC1CN(S(=O)(=O)c2ccc(C(=O)Nc3ccc(S(=O)(=O)Nc4nccs4)cc3)cc2)CC(C)O1 (configuration not stated),0%,u,5%,-3,0%,1%,-2
CCOc1ccc(C(=O)NC(=S)Nc2ccc(NC(=O)c3ccco3)c(C)c2)cc1[N+](=O)[O-],8%,11%,-6%,-8,68%[activator],-3%,-13
CCOC(=O)C1CCCCC12C(C#N)=C(N)Oc1n[nH]c(C)c12 (configuration not stated),-15%,-6%,-18%,-4,-8%,4%,-8
O=C(Cc1cccs1)NCc1ccc2c(c1)OCO2,-5%,40%[activator],28%,17*,-6%,-2%,53*
CC(=O)Nc1ccc(S(=O)(=O)NCCC(=O)N2CCCCC2)cc1,x,-22%,8%,x,-24%,-5%,x
C[C@H]1[C@H](C)CC[C@]2(C)CC[C@]3(C)C(=CC[C@@H]4[C@@]5(C)CC[C@@H](O)[C@](C)(C(=O)O)[C@@H]5CC[C@]43C)[C@H]12,0%,u,13µM*,-2,x,x,-3
C[C@H]1C=C(C(=O)N2CCOCC2)O[C@@H](OCc2ccc(CO)cc2)C1,-4%,u,-3%,1,-7%,-5%,28
Cn1ncc2c(Nc3ccc4ccccc4c3)ncnc21,-3%,136%[activator],u,33*,1%,0%,81*
O=C(N/C(=C/c1cccnc1)C(=O)N1CCOCC1)c1ccccc1F,2%,20%,-9%,-2,13%,0%,11
CCc1ccc(CNC(=O)Cn2nc(-c3ccc(C)cc3)ccc2=O)cc1,8%,3%,43%[activator],0,x,-1%,17
C=CCN(C(=O)CCC(=O)Nc1cc(C)on1)C(C(=O)NC(C)(C)C)c1cccc(OC)c1OC (configuration not stated),0%,-20%,-30%,-3,-12%,1%,12
OC(CN1CCN(c2ccccc2)CC1)Cn1c2ccccc2c2ccccc21 (configuration not stated),4%,x,-28%,-3,-6%,4%,-16
O=C(/C=C/c1ccco1)Nc1ccc2c(c1)OCO2,-19%,412%[activator],372%[activator],38*,-1%,2%,113*
O=C(CCSc1nc2ccccc2o1)N1CCOCC1,1%,102%[activator],35%,32*,-6%,-2%,56*
NC1=NC[C@H](Cc2ccccc2)N1CCc1cccc(F)c1,0%,5.9µM*,3.7µM*,-4,5%,-6%,1
COc1cc(CN(C(=S)NCC(=O)NC2CCCC2)C2CCCC2)cc(OC)c1OC,-2%,u,u,-2,3%,-1%,-5
CC(C)CC(=O)N1CCN(S(=O)(=O)c2ccc3ccccc3c2)CC1,2%,x,u,-3,0%,-9%,11
COCCOC(=O)C1=C(C)NC2=C(C(=O)CC(C)(C)C2)C1c1ccc(N(C)C)cc1 (configuration not stated),-1%,u,u,-3,8%,-13%,33
COCCN(C(=O)COC(=O)Cc1ccccc1)c1c(N)n(Cc2ccccc2)c(=O)[nH]c1=O,x,2%,14%,x,-10%,-2%,x
COCC(=O)Nc1ccc(C(C)C)cc1,6%,114%[activator],x,37*,-6%,0%,110*
C1=C(c2ccccc2)CCNC1,0%,6%,22%,1,-6%,-2%,-10
COc1ccc(CNCc2ccc3c(c2)OCO3)cc1Br,-2%,x,52%[activator],10,-7%,14%,15
COc1cc(CC2C(=O)Nc3ccccc32)cc(C)c1O (configuration not stated),0%,x,4%,-1,-2%,-6%,-5
O=C(c1ccccc1)c1ccc2nc(-c3ccc(NC(=O)c4ccccc4Br)cc3)[nH]c2c1,0%,u,u,15,-5%,0%,16
O=C1C=C(Nc2cccc3cccnc23)c2ccccc2C1=O,-2%,2.1µM*,211%[activator],1,-6%,-10%,-3

# The last 5 records of the part above are carried over, then new ones follow.
SMILES,LmPK inh,Pf growth 48h,Pf growth 96h,CHX counter,AMA1-RON2 inh,Tb PYK inh,Shiga inhibitor
C1=C(c2ccccc2)CCNC1,0%,6%,22%,1,-6%,-2%,-10
COc1ccc(CNCc2ccc3c(c2)OCO3)cc1Br,-2%,x,52%[activator],10,-7%,14%,15
COc1cc(CC2C(=O)Nc3ccccc32)cc(C)c1O (configuration not stated),0%,x,4%,-1,-2%,-6%,-5
O=C(c1ccccc1)c1ccc2nc(-c3ccc(NC(=O)c4ccccc4Br)cc3)[nH]c2c1,0%,u,u,15,-5%,0%,16
O=C1C=C(Nc2cccc3cccnc23)c2ccccc2C1=O,-2%,2.1µM*,211%[activator],1,-6%,-10%,-3
CCOC(=O)CNc1nc(Cl)nc(Nc2ccc(OC)cc2OC)n1,1%,122%[activator],1%,-4,0%,-4%,27
COC(=O)C(NC(C)=O)(Nc1cccc(C)n1)C(F)(F)F (configuration not stated),-2%,22%,34%[activator],-3,-3%,9%,-7
O=C(Nc1ccnn1C1CCN(C2CCC2)CC1)c1cccc(F)c1,-8%,9%,u,-3,2%,-7%,-4
CCOc1ccc(NC(=O)CN2C(=O)NC3(CCCC3)C2=O)cc1S(=O)(=O)N1CCCCC1,x,-21%,-8%,x,-3%,1%,x
CCOc1ccccc1N1CCN(C(=O)C2=CC=CN3CCS(=O)(=O)N=C23)CC1,x,-9%,-22%,x,1%,-22%,x
O=S(=O)(c1ccc(Cl)cc1)N(Cc1ccccn1)Cc1ccccn1,2%,-11%[0.00184 µM],-13%,-2,16%,4%,-5
CC1Cc2ccccc2N1C(=O)c1cnc2n(c1=O)CCS2 (configuration not stated),-2%,x,-9%,-4,-1%,2%,-9
O=C(Nc1cccc(Cl)c1)N(CCN1CCOCC1)Cc1cccc(Cl)c1,5%,u,38%[activator],3,1%,-6%,14
Cc1ccc(CNC(=O)CCn2c(=O)oc3ccccc32)cc1,2%,1%,20%,1,-11%,0%,6
Cc1ccc[n+](CC(=O)c2ccc(Cl)cc2)c1,2%,4%,0.83µM*,6,-23%,-15%,35
CCCCCC1CCC(c2ccc(C(N)=O)cc2)CC1 (configuration not stated),-1%,1%,2.9µM*,-2,6%,3%,-17
COc1ccc(CN2CCN(Cc3ccco3)CC2)c(OC)c1,-2%,x,0%,-2,-19%,5%,27
COc1ccccc1/C=C/C1(C(=O)NC2CCCC2)CC(=O)N1c1ccc(C)cc1 (configuration not stated),5%,u,-16%,-4,-9%,3%,-10
CC1CCN(C(=O)CSCC(=O)Nc2nc(-c3cccs3)cs2)CC1,7%,-8%,u,10*,-5%,-5%,45*
CCOC(=O)c1cc2c(=O)n3ccccc3nc2n(C(C)C)c1=NC(=O)c1ccncc1,0%,u,-19%,-3,11%,3%,-22
O=C(NCCOc1ccccc1)c1ccccc1SCC(=O)N1CCCC1,x,-24%,u,x,2%,2%,x
Cc1cc(C)c2cc(C(=O)N3CCc4ccccc4C3)[nH]c2c1,2%,-13%,-19%,21,-22%,-27%,64
Cc1ccc(-c2noc(CCC(=O)Nc3ccc(C)cn3)n2)cc1,5%,31%[activator],73%[activator],1,4%,2%,18
COCc1cc(SC2CCCCC2)nc(C)n1,3%,10%,20%,-2,4%,2%,7
COc1cc(C(=O)NCc2nnc(SCC(=O)Nc3ccc4c(c3)OCO4)o2)cc(OC)c1OC,-1%[11.5 µM],-5%,u,-7,-5%,0%,-19
Cc1ccc(S(=O)(=O)Nc2cc(C(=O)NCCN(C)C)ccc2N2CCCCC2)cc1,4%,9.3µM*,u,-2,-6%,-2%,-4
O=C1c2ccccc2C(=O)N1CCn1ccnc1,-9%,2%,u,-5,-2%,-6%,-7
CN1CCN(c2cnn(-c3ccccc3)c(=O)c2Br)CC1,-1%,37%[activator][5.75 µM],u,29*,-3%,1%,53*
Cc1ccccc1C(=O)c1c[nH]c(C(=O)NCc2cccs2)c1,3%,-6%,u,9,-11%,4%,-18
COc1ccc(-c2c[nH]c(=O)[nH]c2=O)cc1OC,-9%,15%,35%[activator],-2,4%,25%,-7
# The listing continues.
SMILES,LmPK inh,Pf growth 48h,Pf growth 96h,CHX counter,AMA1-RON2 inh,Tb PYK inh,Shiga inhibitor
Cc1nn(CCC(=O)NNC(=S)Nc2ccc(Cl)cc2)c(C)c1[N+](=O)[O-],3%,1%,-16%,-3,63%[activator],-18%,-2
OC(COc1ccc(CNCCc2ccccc2F)cc1)CN1CCCCC1 (configuration not stated),1%,6.6µM*,-12%,1,-2%,-2%,6
CCN(CC)c1ccc2c(Nc3ccccc3)c(C=O)c(=O)oc2c1,5%,-3%,-4%,18*,1%,2%,29
COc1ccccc1NC(=O)CSc1nnc(COc2ccc(Cl)cc2)o1,-2%,-1%,22%,-1,-7%,-1%,0
CC(C)CN(C(=O)COC(=O)c1cncc(Br)c1)c1c(N)n(Cc2ccccc2)c(=O)[nH]c1=O,-8%,-27%,-4%,6,14%,9%,9
CC(=O)Nc1cccc(NC(=O)C2CCCN2C(=O)Nc2ccc(Cl)cc2)c1 (configuration not stated),8%,2%,x,6,5%,1%,32
CCn1nc(NS(=O)(=O)c2ccc([N+](=O)[O-])cc2)c2cc3ccccc3nc21,-7%,5%,u,-6,11%,5%,-3
COc1cccc(-c2csc(N3CCN(CC(=O)NNC(=O)c4ccc(Br)cc4)CC3)n2)c1,0%,u,13%,10,16%,-13%,6
COc1cc(CNCc2ccco2)cc(OC)c1O,0%,28%,26%,-2,-1%,0%,x
Cc1ccc(NC(=O)Cc2nc(COC(=O)Cc3cccc(C(F)(F)F)c3)cs2)cc1,x,3%,31%[activator],x,6%,1%,x
Cc1ccccc1CN1CCN(S(=O)(=O)c2ccc(F)cc2)CC1,-3%,u,58%[activator],-2,-18%,1%,1
Cc1ccc(C(=O)NN(C)c2nc3ccccc3nc2C(F)(F)F)cc1,1%,u,u,-4,-2%,-2%,3
CN1/C(=C\C(=S)NC(=O)c2ccccc2Cl)C(C)(C)c2ccccc21,1%,u,u,-3,-15%[11.6 µM],-9%,40
COc1ccc(N2CCN(C(=O)c3ccc(OCc4c(C)noc4C)c(OC)c3)CC2)cc1,-3%,-3%,31%[activator],-3,32%[activator],-3%,7
CN(C)c1ccc(CNc2ncnc3sccc23)cc1,0%,-9%,31%[activator],2,u,-4%,14
CN1CCc2nc3sc(C(=O)NC(C)(C)C)c(N)c3cc2C1,-4%,3%,u,10,8%,-6%,-4
Nc1nonc1-c1nc2ccccc2n1CC(=O)N1CCCCC1,1%,19%,-11%,-2,7%,5%,-23
O=C(CN(C(=O)Cn1nnc(-c2ccc(F)cc2)n1)c1cccc(F)c1)NC1CCCC1,8%,u,u,-5,14%,0%,-7
Cc1ccc(CN(CC(=O)NCCc2ccccc2)C(=O)c2csnn2)cc1,-10%,4%,u,-3,1%,-6%,16
COc1ccccc1OCc1nnc(SCC(N)=O)n1-c1ccccc1,0%,-2%,-2%,7,-2%,3%,7
COc1cccc(N2C(=O)C3C(C2=O)C2C=CC3C23CC3)c1 (configuration not stated),-1%,-9%,-9%,10,-3%,5%,2
COc1ccc(CCNC(=O)CSc2ccccn2)cc1,-1%,0%,7%,4,1%,-7%,-12
O=C(O)C1C2C=CC3(CN(Cc4ccco4)C(=O)C13)O2 (configuration not stated),4%,x,5%,-6,0%,-10%,19
O=C(NCCC1=CCCCC1)c1cc(-c2ccncc2)nc2ccccc12,-6%,u,112%[activator],4,-22%,0%,-9

# From PubChem
